TAG inh: inhibitors of triacylglycerol accumulation; H9c2 cells, Nile Red lipid (TAG) fluorescence; cells loaded with 200 µM oleic acid; inhibition, % at 12.5 µM; 230,000 tested, 0.66% active;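 active = pattern-corrected inhibition of lipid staining of at least 50% with the nuclear-stain viability signal not falling by more than 50%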;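 note: 0% = DMSO wells and 100% = triacsin C control wells; some results filed as inactive read as strong as hits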
TAG inh DAPI viability: recorded beside TAG inh, whose call it bears; DAPI nuclei signal change (viability), lower = more cytotoxic, %;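 whole-well DAPI fluorescence read on a plate reader as a viability signal; minus 50 percent equals half of cells still viable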
The depositor's hits bear a star. Only part of the results is shown; count on the stated rates, not on these rows.

`CC(=O)NC1CC2CCCC(C1)N2CC(=O)Nc1ccccc1` (stereo not given) gave TAG inh -13 and TAG inh DAPI viability 6.
CCn1c(SCC(N)=O)nc2sc3c(c2c1=O)CCN(C)C3 was read as TAG inh -11 and TAG inh DAPI viability 8.
For COc1cccc(OCC(=O)Nc2ccccc2C(N)=O)c1 the results were TAG inh -5 and TAG inh DAPI viability -5.
COc1ccc(NC(=O)c2c(F)c(F)c(F)c(F)c2F)cc1Cl was read as TAG inh 21 and TAG inh DAPI viability -6.
`O=C(/C=C/c1ccc2c(c1)OCO2)NCCSCc1ccc(Cl)cc1Cl` gave TAG inh -19 and TAG inh DAPI viability -7.
`CCN(CC)C(=O)C1=C(C)N(Cc2ccccc2)C(=O)C(CC(=O)NC2CC2)C1` (stereo not given) gave TAG inh 2 and TAG inh DAPI viability -11.
O=C(COC(=O)c1ccco1)Nc1ccc(N2CCOCC2)cc1 was read as TAG inh 1 and TAG inh DAPI viability 4.
`Cn1cccc1C(=O)OCC(=O)NCc1ccc2c(c1)OCO2` gave TAG inh 9 and TAG inh DAPI viability -5.
For CCN(CC(=O)Nc1ccc(OC)cc1)C(=O)c1ccc(NS(=O)(=O)c2ccc(C(C)=O)cc2)cc1 the results were TAG inh 0 and TAG inh DAPI viability 4.
For N#Cc1ccccc1OCC(=O)NC1CCCCCC1 the results were TAG inh 8 and TAG inh DAPI viability -4.
`Cc1ccc(NCCNc2ccc(C)cc2)cc1` gave TAG inh -3 and TAG inh DAPI viability -8.
Cc1ccc(NC(=O)COC(=O)c2ccc(-n3cnnn3)cc2)c(Br)c1 was read as TAG inh 21 and TAG inh DAPI viability -7.
For Cc1ccc(NC(=O)C2=C(c3ccccc3)S(=O)(=O)CCS2(=O)=O)cc1 the results were TAG inh 91 and TAG inh DAPI viability -83.
Cc1ccc(N2CC(=O)Nc3c(sc4nc(C)cc(C)c34)C2=O)cc1 was read as TAG inh -5 and TAG inh DAPI viability 3.
Screening Nc1ccc(S(=O)(=O)N2CCCc3ccccc32)cc1 returned TAG inh -8 and TAG inh DAPI viability 5.
For O=C(CC1C(=O)NCCN1Cc1ccc(Cl)c(F)c1)NCC1CCOCC1 (stereo not given) the results were TAG inh 9 and TAG inh DAPI viability -5.
For COc1ccccc1N1CCN(C(=O)NC23CC4CC(CC(C4)C2)C3)CC1 the results were TAG inh 9 and TAG inh DAPI viability 4.
For Cc1ccc2nc(NC(=O)C(NS(=O)(=O)c3cccc4nsnc34)C(C)C)sc2c1 (stereo not given) the results were TAG inh 22 and TAG inh DAPI viability -11.
`COc1cccc(-c2cc(C(F)(F)F)nc(-n3cc(C)cn3)n2)c1` gave TAG inh 7 and TAG inh DAPI viability -2.
`Cn1nnnc1Sc1ccc(C(=O)O)cc1[N+](=O)[O-]` gave TAG inh 13 and TAG inh DAPI viability -14.
CCOC(=O)CCc1c(C)nc2c(c(C)nn2C(C)(C)C)c1C was read as TAG inh -7 and TAG inh DAPI viability 1.
Screening COc1cccc(CNC(=O)C(=O)NCC2OCCCN2S(=O)(=O)c2cc(C)ccc2C)c1 (stereo not given) returned TAG inh 29 and TAG inh DAPI viability -1.
CCCc1cc(C(=O)NC2CCCC2)no1 was read as TAG inh 6 and TAG inh DAPI viability 1.
Cc1ccc(S(=O)(=O)n2nc(OC(=O)C3CCCCC3)cc2N)cc1 was read as TAG inh -2 and TAG inh DAPI viability 0.
`CCCCCN(C(=O)CCC(=O)OCC(=O)c1c(C)cc(C)cc1C)c1c(N)n(CCCC)c(=O)[nH]c1=O` gave TAG inh -9 and TAG inh DAPI viability 4.
`O=C(CN1C(=O)NC2(CCCCCC2)C1=O)N1CCN(S(=O)(=O)c2ccccc2)CC1` gave TAG inh 2 and TAG inh DAPI viability -6.
Screening CCOC(=O)Cc1csc(NC(=O)c2ccc(Br)o2)n1 returned TAG inh -3 and TAG inh DAPI viability 21.
`CCCCOc1ccc(-c2nnn(C(C)C(=O)OCC)n2)cc1` (stereo not given) gave TAG inh -6 and TAG inh DAPI viability 26.
Screening COc1ccc(CN2CCN(Cc3csc(C(C)=O)c3)CC2CCO)c(C)c1C (stereo not given) returned TAG inh -24 and TAG inh DAPI viability 17.
Screening CC(C)C(=O)Nc1ccc(N2CCCC2)c(Cl)c1 returned TAG inh 25 and TAG inh DAPI viability -9.
Screening CCOC(=O)C1=C(C)NC(C)=C(C(=O)OCC)C1c1cc(N)ccc1OC(F)F returned TAG inh 0 and TAG inh DAPI viability -6.
O=C(Cc1cccs1)NNC(=O)c1ccccc1Cl was read as TAG inh 8 and TAG inh DAPI viability 1.
`Cc1ccc([N+](=O)[O-])c(NC2OC(CO)C(O)C2O)c1` (stereo not given) gave TAG inh -6 and TAG inh DAPI viability 6.
`COCCn1c(C)c(C(=O)O)sc1=S` gave TAG inh 3 and TAG inh DAPI viability 12.
`COc1ccc(-c2ccc(N)[n+](CCCC(=O)O)n2)cc1` gave TAG inh 10 and TAG inh DAPI viability -3.
O=C(CCCCCN1C(=O)c2cccc3cccc(c23)C1=O)NC1CCS(=O)(=O)C1 (stereo not given) was read as TAG inh 18 and TAG inh DAPI viability -5.
Screening O=C(NNC(=O)c1cc2ccccc2o1)c1ccncc1 returned TAG inh 4 and TAG inh DAPI viability 5.
c1ccc(-c2c[n+]3c(n2-c2ccccc2)SCC3)cc1 was read as TAG inh -13 and TAG inh DAPI viability -4.
Fc1cccc(C2CCCCN2Cc2nc(C3CC3)no2)c1 (stereo not given) was read as TAG inh -8 and TAG inh DAPI viability -5.
For COc1ccccc1NS(=O)(=O)c1cc(NC(=O)c2cc(=O)[nH]c3ccccc23)ccc1N1CCOCC1 the results were TAG inh 21 and TAG inh DAPI viability -1.
Screening CO/N=C(/C(=O)N[C@@H]1C(=O)N2C(C(=O)O)=CCS[C@H]12)c1cnc(N)s1 returned TAG inh -20 and TAG inh DAPI viability 3.
For CCOC(=O)Cc1ccc(Nc2nc(NCc3cccs3)nc3ccsc23)cc1 the results were TAG inh 5 and TAG inh DAPI viability -2.
`CC(C)C(=O)Nc1c(-c2ccccc2)c(=O)c2ccccc2n1C` gave TAG inh -5 and TAG inh DAPI viability -7.
For CCN(C[C@H]1N[C@@](C)(C(=O)OC)[C@H]2C(=O)N(Cc3ccccc3)C(=O)[C@@H]12)C(=O)c1ccc(F)cc1 the results were TAG inh 5 and TAG inh DAPI viability 8.
For N#CC1(NC(=O)CN2C(=O)c3ccc([N+](=O)[O-])cc3C2=O)CCCCC1 the results were TAG inh -4 and TAG inh DAPI viability 8.
`CN(C)CCNc1ncnc2c1ncn2[C@H]1CN(Cc2cccnc2)C[C@@H](CO)O1` gave TAG inh 2 and TAG inh DAPI viability -5.
`C=CCNC(=O)/C(=C\c1cccc([N+](=O)[O-])c1)NC(=O)c1ccccc1` gave TAG inh 1 and TAG inh DAPI viability -2.
For CN(Cc1ccccc1)C(=O)c1ccc(NC(=O)Cc2cccc(NC(=O)C3CCN(C(=O)C4CCC4)CC3)c2)cc1 the results were TAG inh 38 and TAG inh DAPI viability -5.
Screening CC(c1ccccc1)C(NC(=O)OCC1c2ccccc2-c2ccccc21)C(=O)O (stereo not given) returned TAG inh -1 and TAG inh DAPI viability 4.
For COc1ccc(N2CCN(S(=O)(=O)c3ccc4c(c3)NC(=O)C(C)C(=O)N4)CC2)cc1 (stereo not given) the results were TAG inh -7 and TAG inh DAPI viability -6.
Screening O=C(Nc1cccc(Cl)c1Cl)c1csc([C@H]2C[C@H](O)[C@@H](CO)O2)n1 returned TAG inh -24 and TAG inh DAPI viability 5.
`CC(=O)Nc1sc(C)c(C)c1C(=O)OCC(=O)Nc1ccccc1C(F)(F)F` gave TAG inh 3 and TAG inh DAPI viability -5.
`N#Cc1nc(-c2ccccc2)oc1NCCN1CCCCC1` gave TAG inh 10 and TAG inh DAPI viability 64.
For CN(C)c1nc(-c2cccnc2)nc(-c2ccc(Cl)cc2)c1C#N the results were TAG inh 12 and TAG inh DAPI viability 3.
For O=C(Nc1ccc(F)cc1)Nc1cnccn1 the results were TAG inh 7 and TAG inh DAPI viability 1.
For O=C(NC1=CC(=O)c2ccccc2C1=O)c1ccccc1 the results were TAG inh 25 and TAG inh DAPI viability -22.
Screening COc1cccc2c(C)c(C(=O)O)[nH]c12 returned TAG inh 7 and TAG inh DAPI viability -4.
Screening COc1cccc(/C=C/C(=O)NNC(=O)c2ccco2)c1OC returned TAG inh -3 and TAG inh DAPI viability 0.
Screening O=c1[nH]c(S)nc2sc3c(c12)CCCC3 returned TAG inh -2 and TAG inh DAPI viability -10.
COc1ccccc1/C=C/C(=O)NCc1cccnc1 was read as TAG inh 13 and TAG inh DAPI viability -11.

Structural class: the entries above containing a furan ring, fused or not (four)
O=C(COC(=O)c1ccco1)Nc1ccc(N2CCOCC2)cc1 was read as TAG inh 1 and TAG inh DAPI viability 4.
Screening CCOC(=O)Cc1csc(NC(=O)c2ccc(Br)o2)n1 returned TAG inh -3 and TAG inh DAPI viability 21.
Screening O=C(NNC(=O)c1cc2ccccc2o1)c1ccncc1 returned TAG inh 4 and TAG inh DAPI viability 5.
Screening COc1cccc(/C=C/C(=O)NNC(=O)c2ccco2)c1OC returned TAG inh -3 and TAG inh DAPI viability 0.

(listing goes on)
For COc1ccc(OC)c(NC(=O)c2ccc(-c3cccs3)cc2)c1 the results were TAG inh -17 and TAG inh DAPI viability 5.
For Cc1nnc2c3ccccc3c(-c3cccs3)nn12 the results were TAG inh 24 and TAG inh DAPI viability 2.
`CC(C)(C)[C@H]1CCC(=O)N([C@H](CSc2ccc(Br)cc2)Cc2ccccc2)CC1` gave TAG inh 1 and TAG inh DAPI viability -5.
Screening O=C(Nc1ccnn1C1CCN(Cc2cccc(OCCO)c2)CC1)c1cccc(F)c1 returned TAG inh 14 and TAG inh DAPI viability 1.
CCCn1cnc2cc(NC(=O)c3cccs3)ccc21 was read as TAG inh -5 and TAG inh DAPI viability 3.
CCN(CC)S(=O)(=O)c1ccc(N)cc1 was read as TAG inh -12 and TAG inh DAPI viability 2.
Screening O=C(Cc1cn2ccsc2n1)OCc1ccccc1 returned TAG inh -24 and TAG inh DAPI viability 4.
For CCC1S/C(=N/N=C/c2cccs2)NC1=O (stereo not given) the results were TAG inh 2 and TAG inh DAPI viability 6.
For O=C(O)CCNS(=O)(=O)c1ccc2c(c1)OCCCO2 the results were TAG inh 7 and TAG inh DAPI viability -5.
CC(C)c1nc(SCc2ccccn2)c2c(=O)n(C)c(=O)n(C)c2n1 was read as TAG inh 6 and TAG inh DAPI viability 0.
For O=C(O)CCCC(=O)N1N=C(c2c(-c3ccccc3)c3cc(Cl)ccc3[nH]c2=O)CC1c1cccs1 (stereo not given) the results were TAG inh 2 and TAG inh DAPI viability 1.
For CN(C(=O)c1ccccn1)C1(C(=O)NC2CCCCC2)CCCCC1 the results were TAG inh -1 and TAG inh DAPI viability 7.
O=S(=O)(c1ccccc1Cl)N1CCCC1c1nc(-c2cccc(Cl)c2)no1 (stereo not given) was read as TAG inh 0 and TAG inh DAPI viability -2.
`CCc1nnc(NC(=O)c2ccc(OC)cc2)s1` gave TAG inh 21 and TAG inh DAPI viability -9.
COc1ccc(CC(=O)Nc2ccc(-c3cn4ccccc4n3)cc2)cc1 was read as TAG inh -1 and TAG inh DAPI viability 17.
O=c1c2cn[nH]c2[nH]c(=S)n1-c1ccccc1Cl was read as TAG inh -11 and TAG inh DAPI viability 10.
CCn1ccc(C(=O)Nc2ccsc2C(=O)OC)n1 was read as TAG inh -11 and TAG inh DAPI viability -4.
Screening C=CC[C@H](CC(=O)N(CCO)Cc1ccccc1)C(=O)N[C@H](COC(=O)[C@@H](CC=C)CC(=O)OC(C)(C)C)c1ccccc1 returned TAG inh 23 and TAG inh DAPI viability -5.
CC(C)(C)c1ccc(NC(=O)c2ccc3c(c2)S(=O)(=O)c2ccccc2C3=O)cc1 was read as TAG inh -3 and TAG inh DAPI viability 5.
`CCS(=O)(=O)c1ccc(OC)c(N=Nc2ccc(O)c3ncccc23)c1` gave TAG inh 4 and TAG inh DAPI viability -12.

2 compounds drawn at random from the list so far, as already listed:
O=c1c2cn[nH]c2[nH]c(=S)n1-c1ccccc1Cl was read as TAG inh -11 and TAG inh DAPI viability 10.
CCN(CC)S(=O)(=O)c1ccc(N)cc1 was read as TAG inh -12 and TAG inh DAPI viability 2.

Later entries.
`COC(=O)c1ccc(NC(=O)C2CC(=O)OC2c2ccccc2)cc1` (stereo not given) gave TAG inh 16 and TAG inh DAPI viability -9.
Screening Cc1ccc(S(=O)(=O)N2CCC(C(=O)N3CCC3)CC2)cc1 returned TAG inh -7 and TAG inh DAPI viability -7.
Screening COc1cc(C(=O)Nc2nnc(C3CC3)s2)ccc1OCc1c(C)noc1C returned TAG inh -15 and TAG inh DAPI viability 19.
Oc1ccc2ccccc2c1N=Nc1ccc(F)cc1 was read as TAG inh 58* and TAG inh DAPI viability 0.8*.
N#Cc1cc([N+](=O)[O-])ccc1NC(=O)COC(=O)C1CCC(=O)N1 (stereo not given) was read as TAG inh -18 and TAG inh DAPI viability -2.
`O=C(OCCN1CCCCC1)C1(c2ccccc2)CCCC1` gave TAG inh -3 and TAG inh DAPI viability -9.

Filtered by structure, the compounds so far containing an aryl thioether with sulfur outside any ring.
CCn1c(SCC(N)=O)nc2sc3c(c2c1=O)CCN(C)C3 was read as TAG inh -11 and TAG inh DAPI viability 8.
`Cn1nnnc1Sc1ccc(C(=O)O)cc1[N+](=O)[O-]` gave TAG inh 13 and TAG inh DAPI viability -14.
`CC(C)(C)[C@H]1CCC(=O)N([C@H](CSc2ccc(Br)cc2)Cc2ccccc2)CC1` gave TAG inh 1 and TAG inh DAPI viability -5.
CC(C)c1nc(SCc2ccccn2)c2c(=O)n(C)c(=O)n(C)c2n1 was read as TAG inh 6 and TAG inh DAPI viability 0.

Source: PubChem BioAssay
